USP1 inh: USP1/UAF1 (human) deubiquitinase inhibition; AID 743255; Potency, µM (top dose mostly 57.1 µM), for inactives: at the highest dose activity change, negative = inhibition, usual class: inhibitors; recombinant USP1/UAF1, Ub-Rhodamine cleavage fluorescence; actives 0.23% (n = 390,000); further: potency means the concentration at half of the fitted maximal effect; on the % scale 0 is the no-effect control and ±100 the full control effect; nearly all actives have a fitted effect of over 60% in size; inactives centre near -12
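USP1/UAF1 complex (1 nM) preincubated 15 min at room temperature with compound, then Ub-Rho substrate (150 nM final) added. Kinetic fluorescence at 480/540 nm over 6 reads at 60 s intervals; 50 mM HEPES pH 7.8, 0.5 mM EDTA, 0.1 mg/ml BSA, 1 mM TCEP, 0.01% Tween-20.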
TRHR ag: TRH receptor (human) agonism. TRHR cells, calcium flux fluo-8, FDSS agonist mode. activation, % at 2 µM. actives 0.18% (n = 360,000). AID 493084; in the data active means activation above about 30%; further: 0% is about no effect
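TRHR-expressing cells, plated overnight in medium with 10% serum, were loaded with fluo-8 calcium dye at room temperature. After a 10 s baseline, library compound was pin-added and calcium release was recorded kinetically (ex 480/em 530) as agonist response.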
TrxR1 inh: inhibitors of rat thioredoxin reductase 1. recombinant rTrxR1, NADPH fluorescence consumption, selenite substrate. O89049. Potency, µM (top dose mostly 114 µM), inactives show at the top dose activity change, negative = inhibition, hits mostly inhibitors. actives 1% (n = 390,000); further: potency means the concentration at half of the fitted maximal effect; on the % scale 0 is the no-effect control and ±100 the full control effect; nearly all actives have a fitted effect of over 65% in size
Target sequence (O89049 whole entry, looked up): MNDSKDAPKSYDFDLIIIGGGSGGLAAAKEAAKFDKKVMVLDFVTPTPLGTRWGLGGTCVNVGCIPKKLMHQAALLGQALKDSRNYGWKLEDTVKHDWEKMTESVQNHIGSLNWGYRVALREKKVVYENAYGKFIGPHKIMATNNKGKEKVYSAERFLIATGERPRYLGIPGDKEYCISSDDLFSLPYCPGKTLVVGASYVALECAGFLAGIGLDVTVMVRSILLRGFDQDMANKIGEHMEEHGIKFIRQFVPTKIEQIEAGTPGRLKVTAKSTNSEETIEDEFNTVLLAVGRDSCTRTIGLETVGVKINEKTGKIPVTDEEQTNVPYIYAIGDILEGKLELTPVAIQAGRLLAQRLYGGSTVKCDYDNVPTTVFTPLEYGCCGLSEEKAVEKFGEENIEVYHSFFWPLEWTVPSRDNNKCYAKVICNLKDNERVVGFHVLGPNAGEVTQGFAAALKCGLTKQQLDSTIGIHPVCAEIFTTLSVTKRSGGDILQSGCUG
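Rat TrxR1 (90 nM in the dispensed reagent) was pre-reduced with 400 uM NADPH for 5 min at room temperature, then incubated with compound for 15 min. After 400 uM selenite was added, NADPH fluorescence (Ex 340/Em 450 nm) was followed for 8 min.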
D2 antag: D2 dopamine receptor (human) antagonism; inhibition, % at 10 µM; P14416; actives 2% (n = 340,000); AID 485344; HEK293 TREx D2 cells, calcium flux, dopamine EC80; in the data active means inhibition above about 30%; further: 0% is about no effect
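Overnight-induced (tetracycline, 30 C) HEK293 T-REx cells carrying force-coupled D2 receive a no-wash calcium dye, then compound, then EC80 dopamine at 180 s; signals are read kinetically throughout.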
IDH1 R132H inh: inhibitors of human mutant IDH1 R132H | O75874 | Potency, µM (doses to about 76.6 µM), for inactives: at the top dose activity change, negative = inhibition, usual class: inhibitors | actives 0.093% (n = 390,000) | IDH1-R132H enzyme, NADPH consumption, diaphorase/resazurin fluorescence; further: potency means the concentration at half of the fitted maximal effect; on the % scale 0 is the no-effect control and ±100 the full control effect; nearly all actives have a fitted effect of over 65% in size
Target sequence (O75874 whole entry R132H, stated change not applied): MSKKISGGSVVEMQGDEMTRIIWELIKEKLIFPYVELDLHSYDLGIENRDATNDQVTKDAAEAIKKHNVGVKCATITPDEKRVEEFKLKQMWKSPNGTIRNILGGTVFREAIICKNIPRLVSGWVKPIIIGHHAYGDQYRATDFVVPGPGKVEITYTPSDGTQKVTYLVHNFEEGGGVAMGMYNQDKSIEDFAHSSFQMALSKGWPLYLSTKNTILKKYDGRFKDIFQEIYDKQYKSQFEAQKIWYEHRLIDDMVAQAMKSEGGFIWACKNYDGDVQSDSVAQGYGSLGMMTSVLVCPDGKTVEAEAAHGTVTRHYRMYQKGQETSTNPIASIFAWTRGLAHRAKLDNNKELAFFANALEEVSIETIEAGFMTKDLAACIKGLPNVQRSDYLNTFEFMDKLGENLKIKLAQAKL
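IDH1-R132H (0.5 ug/mL) preincubated 30 min with compound, then NADPH (0.016 mM) and alpha-KG (2 mM) added; 80 min at RT, pH 7.5. Remaining NADPH coupled via diaphorase/resazurin to fluorescence (540/590 nm); concentration-response curves normalized to no-enzyme control.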
TRHR PAM: allosterically enhances the human TRH receptor. actives 0.66% (n = 360,000). AID 493056. P34981. TRHR cells, fluo-8 calcium fluorescence, EC20 TRH enhancement. enhancement, % at 2 µM; in the data active means enhancement above about 30%; further: 0% is about no effect
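TRHR-expressing cells loaded with fluo-8 calcium dye were read kinetically (ex 480/em 530) during compound addition, then stimulated with an EC20 of TRH (10 nM final). Enhancement of the Gq-mediated intracellular calcium response was scored.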
Pin1 inh: inhibitors of human Pin1; Potency, µM (titrated, usually from 115 µM), for the others: top-dose activity, negative = inhibition, most hits filed as inhibitors; Q13526; Pin1 FP peptide displacement, HiFluor488, 10 min; actives 0.009% (n = 390,000); active means well fitted inhibition curve with a large enough effect in the polarisation, with a control signal flat, not every such curve was filed as active; inconclusive means small, poorly fitted or top-dose-only effect, or effect the other way, or a change in a side signal; inactive means no such curve, though single readings can be large or run the other way; the % refers to the polarisation; further: potency means the concentration at half of the fitted maximal effect; on the % scale 0 is the no-effect control and ±100 the full control effect
Target sequence (Q13526 whole entry, looked up): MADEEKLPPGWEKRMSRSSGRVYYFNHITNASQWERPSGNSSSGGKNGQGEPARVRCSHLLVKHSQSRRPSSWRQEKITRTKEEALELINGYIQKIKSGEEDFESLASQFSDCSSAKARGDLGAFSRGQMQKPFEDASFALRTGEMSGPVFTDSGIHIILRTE
TrxR1 substrate: is turned over as a substrate by rat TrxR1; purified TrxR1 substrate turnover, NADPH consumption readout; Potency, µM (doses to about 114 µM), for inactives: at the highest dose activity change, negative = substrate turnover; actives 0.01% (n = 390,000); AID 588456; further: potency means the concentration at half of the fitted maximal effect; on the % scale 0 is the no-effect control and ±100 the full control effect; nearly all actives have a fitted effect of over 50% in size
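Rat TrxR1, dispensed at 90 nM, was prereduced with 400 uM NADPH (final) for 5 min at ~22 deg C, then incubated with compound 15 min before 400 uM selenite. A first-read NADPH fluorescence drop versus no-compound background flagged substrates.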
D2 agonist: activates the human D2 dopamine receptor | activation, % at 2 µM | HEK293 T-REx D2 cells, calcium flux agonist mode | AID 485358 | actives 0.53% (n = 340,000) | P14416;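 active means activation over 3 SD above normal in the single-dose calcium agonist read, cut at about 30% in these data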; further: 0% is about no effect
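Agonism is scored from calcium flux in a force-coupled, inducible HEK293 cell line expressing D2, read kinetically for 180 s after compound addition against dopamine controls.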
Starred values were filed as active, the others as inactive; u = inconclusive; x = not tested or not shown; [ ] = dose if it differs, or a comment. Unless noted, the call rests on the fitted dose curve; in most records, active means well fitted inhibition curve with a large enough effect; inconclusive means small, poorly fitted or top-dose-only effect; inactive means no such curve, though single readings can be large or run the other way. Only part of the results is shown. The share of hits here may be higher or lower than overall.

Each structure is followed by: TrxR1 substrate	TRHR PAM	TrxR1 inh	TRHR ag	USP1 inh	D2 agonist	D2 antag	IDH1 R132H inh	Pin1 inh
- Cc1ccc(S(=O)(=O)Nc2ccc3ncccc3c2)cc1
→ 3%	0	12%	-0.4	-21%	0.1	-5	4%	1%
- CCCCc1c(O)nc(SCC(=O)N2CCOCC2)n(-c2ccc(OC)cc2)c1=O
→ 4%[57.1 µM]	2	5%[57.1 µM]	-0.4	-5%	0.6	-12	-1%	0%
- CCOc1ccc(NC(=O)C/C(C)=N/NC(=O)COc2ccc(Br)cc2C)cc1
→ 0%	4	5%	-0.3	-15%	-0.9	1	4%	-1%
- CC(=O)n1c(=O)oc2ccccc21
→ 8%	x	9%	x	-18%	x	x	-2%	2%
- Cc1cc(C(=O)COC(=O)c2cccnc2Cl)c(C)n1-c1c(C)n(C)n(-c2ccccc2)c1=O
→ 12%	3	32%	0.6	-21%	3.1	-11	0%	-4%
- Cc1cc(C)cc(NC(=O)C(OC(=O)c2ccc(NC(=O)CC#N)cc2)c2ccccc2)c1 (stereo unspecified)
→ 3%[57.1 µM]	-5	12%[57.1 µM]	0.7	-26%	0.2	1	-4%	u
- COc1cc(C(=O)Nc2ccc(C(=O)O)cc2)ccc1OC(C)=O
→ 1%	2	17%	0.0	-17%	1.2	14	2%	-3%
- CCN(CC(=O)NCc1ccc(Cl)cc1)C(=O)CNS(=O)(=O)c1ccc(NC(C)=O)cc1
→ 1%	2	29%	4.6	-17%	0.1	0	9%	3%
- COc1cccc(C(=O)C2CN(c3ccccc3)CC2c2ccc(Cl)cc2)c1 (stereo unspecified)
→ 9%	9	3%	-0.6	-17%	x	x	5%	42%[activator]
- O=C(Nc1ccc(F)c(F)c1)c1cccnc1
→ 11%[57.1 µM]	-4	28%	0.3	-3%	0.3	-6	4%	0%
- CCOC(=O)c1sc(NNC(=O)c2ccc(F)cc2)nc1C
→ 1%[57.1 µM]	1	4%[57.1 µM]	-0.2	-9%	0.1	15	3%	-1%
- COCCNc1nc(-n2nc(C)cc2C)nc2sc3c(c12)CCCC3
→ 71%[activator]	-7	-11%	-0.4	-8%	0.2	-2	1%	-2%
- COc1ccc(-n2c(=S)[nH]c3cc(C(=O)NCCCN4CCOCC4)ccc3c2=O)cc1OC
→ 4%[57.1 µM]	-6	-40%	0.7	-18%	0.4	8	6%	-4%
- O=[N+]([O-])c1ccc(Cl)c(S(=O)(=O)/N=C(/c2ccccc2)N2CCOCC2)c1
→ 1%	1	11%	0.4	-18%	-0.1	-21	-14%	-5%
- COc1ccccc1N1CCN(C(=O)C2C3C=CC4(CN(Cc5ccccc5Cl)C(=O)C24)O3)CC1 (stereo unspecified)
→ 5%	2	16%	0.2	-16%	1.6	3	5%	-2%
- O=C(Cc1cccs1)N1CCN(S(=O)(=O)c2ccc(Br)cc2)CC1
→ 1%	-4	2%	-0.4	-16%	x	x	1%	0%
- c1csc(-c2nn[nH]n2)c1
→ -9%	5	-6%	0.8	6%	-0.1	-13	-3%	10%
- CCOc1ccc(NC(=O)c2c(NCc3cccs3)sc3c2CCCCC3)cc1
→ 4%[57.1 µM]	-10	u	-1.1	-7%	0.0	x	3%	18%
- Cc1cc(/C(N)=N/OC(=O)c2ccccc2Cl)no1
→ -3%	4	-9%	-0.8	-8%	-0.1	-5	0%	2%
- COc1cccc(C(C(=O)NC2CCCC2)N(Cc2cccnc2)C(=O)Cc2cccs2)c1 (stereo unspecified)
→ 11%[0.0914 µM]	5	12%[57.1 µM]	-2.0	-3%	-2.6	-1	-1%	-1%

Further records
Each structure is followed by: TrxR1 substrate	TRHR PAM	TrxR1 inh	TRHR ag	USP1 inh	D2 agonist	D2 antag	IDH1 R132H inh	Pin1 inh
- COc1ccc(Cc2nnc(NS(=O)(=O)Cc3ccccc3)s2)cc1
→ 18%	7	40%[activator]	0.0	-5%	0.2	-5	-7%	-15%
- Cc1cc(C)c2c(c1)c(C)cc1nnc(SCC(=O)c3ccccc3)n12
→ 1%	1	14%	-0.2	u	x	x	25%	9%
- COc1ccc(NC(=O)c2cc(-c3ccccc3)on2)cc1OC
→ -3%	1	1%	0.0	0%	-0.8	-11	-7%	-1%
- COc1ccc(OC)c(C(=O)NC(CC(N)=O)c2ccc(N3CCN(c4ccccc4)CC3)c([N+](=O)[O-])c2)c1 (stereo unspecified)
→ 7%	2	21%[57.1 µM]	-0.3	-23%	-0.5	-4	5%	-1%
- CCc1ccc(Sc2cc(C(=O)NCc3cccc(OC)c3)c3ccccc3n2)cc1
→ 1%[57.1 µM]	-1	17%[57.1 µM]	3.3	-10%	0.1	x	20%	3%
- CCCCOC(=O)c1cccc(NC(=O)/C=C/c2ccccc2Cl)c1
→ -7%	-10	10%	4.1	-21%	2.0	x	-3%	1%
- CCCCCC(=O)C(=O)c1ccc(O)cc1O
→ 3%[57.1 µM]	34*	0%[57.1 µM]	-1.0	-13%	-1.5	-19	-3%	-7%
- COc1ccccc1OCCC(=O)OCC(=O)Nc1cc(S(=O)(=O)N2CCOCC2)ccc1Cl
→ -3%	0	-7%	-1.1	-12%	0.3	-12	8%	3%
- COc1ccc(NC(=O)CNS(=O)(=O)c2ccc(Cl)cc2)cc1
→ 13%[57.1 µM]	44*	13%[57.1 µM]	-0.7	-12%	0.2	-4	1%	-2%
- O=C(COc1ccc(Br)cc1Br)NC(=S)N1CCCc2ccccc21
→ 11%	14	21%	-0.1	-4%	-0.6	-6	7%	-5%
- CCCC(=O)c1cc2cc(Cl)ccc2oc1=O
→ -1%	0	-8%	0.0	-11%	0.1	-1	2%	-2%
- CCn1c(=S)sc2c(=O)n(-c3ccccc3)c(SCC(=O)NCc3ccco3)nc21
→ -3%	-10	7%	-0.1	-8%	-0.2	-11	3%	9%
- Cc1nn(Cc2c(Cl)cccc2Cl)c(C)c1C(=O)NCc1ccc(C)n1C
→ -4%	-3	u	-0.3	2%	-1.3	8	-2%	-1%
- CC(=O)c1ccc(N(CC(=O)NC2CCCCC2)C(=O)CNC(=O)c2ccco2)cc1
→ 0%	9	-1%	0.3	0%	0.3	9	-10%	-6%
- COCC(C)n1c(SCC(=O)NC(=O)NC2CCCC2)nc2ccccc2c1=O (stereo unspecified)
→ -6%	8	9%	0.1	-18%	1.4	-20	5%	0%
- Cc1ccccc1CNC(=O)CCNS(=O)(=O)c1ccc(OC(F)(F)F)cc1
→ -9%	-8	-12%	0.6	-11%	0.3	-4	3%	3%
- O=S(=O)(c1ccc(Cl)c(Cl)c1)N1CCc2nc3ccccc3n2CC1
→ 1%	2	6%	-0.2	-23%	0.3	1	-3%	7%
- CC(C)CC(=O)Nc1cc([N+](=O)[O-])ccc1Cl
→ 11%	0	20%	0.3	-16%	0.5	-19	3%	-5%
- CCN(C(C)=O)c1cnc(C=NNC(N)=S)c2ccccc12
→ 7%[57.1 µM]	x	5%[11.4 µM]	x	-11%	x	x	3%	0%
- CCc1nnc(NC(=O)CCC(=O)NC2CCCc3ccccc32)s1 (stereo unspecified)
→ -9%	0	-10%	-0.1	1%	-0.5	-10	-3%	0%

Looked up above.
For TRHR PAM, `Cc1nn(Cc2c(Cl)cccc2Cl)c(C)c1C(=O)NCc1ccc(C)n1C` shows -3
For Pin1 inh, `CCN(CC(=O)NCc1ccc(Cl)cc1)C(=O)CNS(=O)(=O)c1ccc(NC(C)=O)cc1` shows 3%

Following part.
Each structure is followed by: TrxR1 substrate	TRHR PAM	TrxR1 inh	TRHR ag	USP1 inh	D2 agonist	D2 antag	IDH1 R132H inh	Pin1 inh
- Cc1ccccc1-c1nc(CS(=O)(=O)CC(=O)NC2CC2)c(C)o1
→ -3%	0	-7%	-0.4	-11%	-0.5	-12	-1%	2%
- CCCc1ccc(C2C3=C(CC(C)(C)CC3=O)NC3=C2C(=O)c2ccccc23)cc1 (stereo unspecified)
→ 4%	-4	u	0.0	-16%	0.4	14	0%	u
- CC(=O)Nc1cccc2c1C(=O)N(c1cccc(OC(C)=O)c1)C2=O
→ -1%	0	13%	-0.3	-18%	-0.2	-8	-1%	-2%
- O=C(NCc1ccc(F)cc1)c1cccc(S(=O)(=O)N2CCCC2)c1
→ -12%	8	9%[57.1 µM]	0.0	7%	-0.2	-4	0%	0%
- CCN(CCCNC(=O)CCn1c(=O)[nH]c2ccccc2c1=O)c1cccc(C)c1
→ 2%	-5	19%	-0.8	-12%	-0.3	-5	2%	1%
- O=C(O)CC1S/C(=N/N=C/C2CC=CCC2)NC1=O (stereo unspecified)
→ -11%	6	4%	0.5	1%	0.2	16	0%	2%
- CCNC(=S)NCc1ccco1
→ 3%	-4	5%	0.4	-17%	0.1	-5	0%	59%[activator]
- O=c1ccc(-c2nc3ccccc3n2Cc2ccccc2Cl)c[nH]1
→ -1%[57.1 µM]	0	-4%[57.1 µM]	-0.4	-16%	0.6	-4	-5%	-7%
- Cc1ccccc1-c1noc(-c2cccnc2N2CCN(c3ccccc3)CC2)n1
→ -7%	-2	-4%	0.5	-24%	0.3	x	7%	-2%
- O=C(NC1CCCCC1)c1ccc(Cn2cc(Br)cn2)o1
→ -9%	0	-31%	-0.1	-7%	-2.2	25	6%	2%
- COc1ccc(CC(=O)Nc2ccc(N3CCCCC3)cc2)cc1
→ 3%[57.1 µM]	3	30%[57.1 µM]	-0.5	-22%	-0.3	-12	-2%	-8%
- O=C(NCCc1ccc(F)cc1)c1ccc(Cl)c(S(=O)(=O)N2CCOCC2)c1
→ 4%	-7	15%	0.8	-16%	0.2	-35	-7%	u
- Cc1ccc(NCc2nc3ccccc3n2CCOc2ccccc2C)cc1
→ 5%	-1	13%	0.1	-12%	-0.7	x	-7%	16%
- Cc1cc(C)n2nc(SCc3cc(=O)oc4cc(O)ccc34)nc2n1
→ x	1	x	0.0	x	-0.9	0	x	x
- CCOc1nc(SCCOc2ccc(Cl)cc2Cl)nc(N(C)C)n1
→ 0%	7	5%	0.6	-15%	0.1	3	2%	4%

Source: PubChem BioAssay (National Center for Advancing Translational Sciences (NCATS))
